# PKA-R2B act = activates the human PKA-R2B holoenzyme complex; P22694+P31323; PKA-R2B holoenzyme dissociation, Cy5-IP20 fluorescence polarization; R2B truncated from residue 108, S112A mutant; 0% DMSO only, 100% 113 µM cGMP; activation, % at 11.4 µM; 0.079% of 340,000 active; AID 504700;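 active means activation above a cutoff set at the mean over all compounds plus 3 SD, cut at about 18% in these data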;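 further: higher means more holoenzyme dissociation and a rise in polarization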
# Target sequence (P31323 whole entry, looked up, other chains not shown, the tested form may be a part): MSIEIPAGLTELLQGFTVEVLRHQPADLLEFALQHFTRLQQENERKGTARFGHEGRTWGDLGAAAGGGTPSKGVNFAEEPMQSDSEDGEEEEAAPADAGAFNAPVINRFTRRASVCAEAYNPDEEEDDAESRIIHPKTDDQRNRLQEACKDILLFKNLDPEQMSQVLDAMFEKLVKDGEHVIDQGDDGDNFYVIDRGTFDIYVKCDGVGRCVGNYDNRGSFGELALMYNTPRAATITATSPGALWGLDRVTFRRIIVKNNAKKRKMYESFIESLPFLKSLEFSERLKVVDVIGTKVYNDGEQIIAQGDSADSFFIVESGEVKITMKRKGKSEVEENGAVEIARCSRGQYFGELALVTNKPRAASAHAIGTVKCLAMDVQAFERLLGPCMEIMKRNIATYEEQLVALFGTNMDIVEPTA
# DAGLB inhibitor = blocks human DAGLB lipase activity; HEK293T DAGLB membrane lysate, EnzChek fluorogenic substrate; inhibition, % at 5.17 µM; Q8NCG7; AID 504411; 0.059% of 340,000 active; in the data active means inhibition above about 34%;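 further: 0% = enzyme with vehicle and 100% = wells lacking enzyme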
# Target sequence (Q8NCG7 whole entry, looked up): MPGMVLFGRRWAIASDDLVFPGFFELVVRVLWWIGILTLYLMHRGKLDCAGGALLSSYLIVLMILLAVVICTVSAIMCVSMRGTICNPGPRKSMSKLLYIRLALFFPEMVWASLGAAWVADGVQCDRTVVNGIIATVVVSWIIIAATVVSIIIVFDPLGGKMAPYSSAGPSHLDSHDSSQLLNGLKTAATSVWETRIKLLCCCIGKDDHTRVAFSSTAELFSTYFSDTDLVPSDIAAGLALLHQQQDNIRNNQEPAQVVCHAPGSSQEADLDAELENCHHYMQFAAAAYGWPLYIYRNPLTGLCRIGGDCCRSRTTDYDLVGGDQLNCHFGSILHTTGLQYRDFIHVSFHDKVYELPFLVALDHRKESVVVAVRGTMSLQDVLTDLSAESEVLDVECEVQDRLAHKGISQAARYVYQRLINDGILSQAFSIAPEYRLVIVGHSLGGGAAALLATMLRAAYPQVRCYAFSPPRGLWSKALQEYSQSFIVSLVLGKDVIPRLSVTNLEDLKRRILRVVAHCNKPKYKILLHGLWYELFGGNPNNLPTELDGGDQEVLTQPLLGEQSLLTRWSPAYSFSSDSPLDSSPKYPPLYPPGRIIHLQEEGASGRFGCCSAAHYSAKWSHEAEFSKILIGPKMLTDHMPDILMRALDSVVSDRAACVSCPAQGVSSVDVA
# SR-BI uptake up = activators of SR-BI mediated HDL lipid uptake; CHO ldlA[mSR-BI] cells, DiI-HDL uptake fluorescence, 3 h; 100 = double the neutral-control signal; activation, % at 12.5 µM; 0.096% of 320,000 active;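 active means mean replicate activation of at least 60% and every replicate at or above 60%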;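 further: 0% = median plate neutral-control signal and 100% = twice that signal; values of inactives mirror those of a sister screen read the other way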
#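 material = CHO ldlA[mSR-BI] cells | medium = Ham's F12 with 0.5% BSA, HEPES 25 mM, pH 7.4 | reagent = fluorescent DiI-HDL, 10 µg/mL final | compound dosing = single-point compound dose | incubation = 3 h, 37 °C | measured by = bottom-read fluorescence, 550/595 nm | measure = HDL uptake via cellular fluorescence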
# Arr AP2 block = human beta-arrestin and AP2 interaction inhibition. FITC-arrestin peptide / GST-AP2 beads, flow cytometry; AP2 beta2 appendage carries R879A mutation. inhibition, % at 10 µM. 0.31% of 340,000 active. AID 504490;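 active means inhibition above a set limit, near 3 SD of compounds lacking own fluorescence, cut at about 54% in these data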;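 further: plate controls were DMSO wells for no effect and 5 µM unlabelled arrestin peptide for full effect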
#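 System: GST-AP2 R879A glutathione beads; medium: PBS, Tween 20 0.05%, BSA 0.1%; reagent: fluorescein-tagged arrestin peptide at 50 nM final; schedule: pre-incubation 12 min, peptide binding 1 h, room temperature; detection: flow cytometry, FL1 (488/535 nm); read-out: inhibition as reduced fluorescein signal on beads, percent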
# Keap1-Nrf2 PPI = Keap1-Nrf2 (human) interaction inhibition; inhibition, % at 9.4 µM; 0.15% of 340,000 active; Q14145; Keap1 Kelch-Nrf2 peptide fluorescence polarization, 1536-well; in the data active means inhibition above about 12%;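 further: human Keap1 Kelch domain with fluorescein labeled Nrf2 9mer peptide probe; 0% = neutral control wells and 100% = peptide positive control; higher means more block of Keap1 binding to Nrf2 peptide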
# RTF Ca sens inh = cardiac RTF calcium desensitization; P19429+P45379; IANBD-labeled cardiac RTF, Ca2+ fluorescence; inhibition, % at 7.15 µM; 0.12% of 340,000 active;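 active means inhibition above the mean inhibition of all tested compounds plus 3 SD, cut at about 17% in these data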;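 further: assay run at fixed EC70 calcium of 1.6 mM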
# PvdQ inh = blocks Pseudomonas aeruginosa PvdQ acylase activity. purified PvdQ acylase, fluorescence plate reader. inhibition, % at 10 µM. 0.063% of 340,000 active. AID 488965; in the data active means inhibition above about 30%, passing the limit was not always enough;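 further: 0% = vehicle neutral wells and 100% = reference inhibitor wells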
# C-LANA FP = KSHV C-LANA DNA binding inhibition | 0.078% of 340,000 active | AID 504423 | MBP-C-LANA/FAM-LBS DNA binding, fluorescence polarization | inhibition, % at 9 µM;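 active means highest replicate inhibition at or above 60% at 9 µM, even if other replicates fall short; inactive means all replicates below 60% inhibition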;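 further: 0% = neutral control wells and 100% = 4 µM acridine orange control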
# SR-BI DiI inh = inhibitors of mouse SR-BI mediated HDL lipid uptake | ldlA[mSR-BI] CHO cells, DiI-HDL uptake fluorescence, 3 h | inhibition, % at 12.5 µM | 0.96% of 320,000 active;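 active means mean replicate inhibition of at least 70% and a set share of replicates each scoring 70 or more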;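 further: 0% = median of neutral control wells and 100% = median of positive control wells; values of inactives mirror those of a sister screen read the other way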
# NSD2 HMT inh = blocks human histone methyltransferase NSD2. NSD2 peptide methylation, AlphaScreen, 120 min. inhibition, % at 12.5 µM. 0.54% of 310,000 active. AID 743445; in the data active means inhibition above about 50%
# Starred values were filed as active, the others as inactive; x = not tested or not shown. No enrichment for hits; any-hit rate near 2.1%.
SMILES,PKA-R2B act,DAGLB inhibitor,SR-BI uptake up,Arr AP2 block,Keap1-Nrf2 PPI,RTF Ca sens inh,PvdQ inh,C-LANA FP,SR-BI DiI inh,NSD2 HMT inh
Cc1ccc(NC(=O)NCCCN2CCCC2=O)cc1C,-13,-4,3,44,0,-5,2,-1.4,-3,-1
Cc1ccc(NC(=O)CCNS(=O)(=O)c2ccc3c(c2)c(=O)n(C)c(=O)n3C)cc1C,-9,1,3,-26,-8,-4,-7,0.1,-3,42
O=C(c1ccc(COc2ccc(Cl)cc2)cc1)N1CCCCC1,-8,-13,-8,-2,5,-13,10,1.2,8,-1
CCCCC(CC)C(=O)Nc1cc([N+](=O)[O-])ccc1F (centres undefined),13,-5,-23,7,3,3,0,-2.0,23,2
COc1ccccc1CSc1ncc(-c2ccc([N+](=O)[O-])cc2)[nH]1,-2,1,-37,-4,1,-6,5,0.7,37,-5
Nc1nc(CN2CCCCC2)cs1,1,0,-2,10,8,0,6,-1.7,2,0
CN(Cc1ccon1)C(=O)CC1C(=O)NCCN1Cc1ccc(F)c(F)c1 (centres undefined),7,0,27,23,-2,7,2,2.1,-27,-2
CN(C)c1ccc(/C=N\NC(=S)SCN2C(=O)C3CCC(C)(C2=O)C3(C)C)cc1 (centres undefined),-8,0,8,17,-2,0,-6,1.2,-8,1
C[C@@]12CCC3[C@@](CCC4[C@@]3(C)CCC[C@@]4(C)C(=O)Nc3ccc(Cl)cc3)(CC1=O)C2 (some centres undefined),-8,-9,5,-4,0,-1,-9,3.1,-5,x
CC1CCCN(C(=O)N2c3ccccc3Sc3ccccc32)C1 (centres undefined),2,-5,-8,1,2,-4,-3,1.2,8,-3
Cc1nnc(SCC(=O)Nc2ccc3c4c(cccc24)CC3)n1C,5,2,8,-2,-2,-1,-8,-0.8,-8,1
CCc1ccccc1N(CC(=O)N1CCCCC1)S(=O)(=O)c1ccccc1,6,-2,6,0,0,-6,-17,-1.3,-6,9
OCC[C@@H]1C[C@@H](O)[C@H](O)[C@@]2(OCc3ccccc32)O1,1,-3,-1,34,-3,-25,2,1.6,1,x
O=S(=O)(c1ccccc1F)N1CCCc2ccccc21,-1,-3,-15,-3,-3,-4,-8,-0.9,15,-2
O=C(NC1CCCCC1)c1cccc(N2C(=O)CCC2=O)c1,-2,-2,-4,2,0,1,-9,2.2,4,-3
Cc1c(CN2CCC(CO)(CCOc3ccccc3)CC2)[nH]c2c(Cl)cccc12,3,-5,x,36,1,-1,-3,-0.9,x,-4
O=[N+]([O-])c1ccc(OCCO)c(P(=O)(c2ccccc2)c2ccccc2)c1,-5,0,21,17,-4,3,10,-1.4,-21,-4
Cc1nc2ccccc2cc1C(=O)O,-5,3,2,6,1,3,-1,-2.1,-2,1
CC(=O)Nc1cccc(C(=O)/C=C/c2ccc(F)cc2)c1,0,2,16,-1,-16,-13,5,-0.6,-16,37
COc1ccc(CNC(=O)c2[nH]c(C)c(C(C)=O)c2C)cc1,-13,-1,-15,10,-1,7,-4,1.0,15,-2
Cc1occc1C(=O)N1CCCC(CO)(Cc2ccc(F)cc2F)C1 (centres undefined),-4,-1,17,2,-3,-4,-8,-0.1,-17,1
c1ccc(CCCCc2ccccn2)cc1,-13,-4,3,13,-1,-4,-9,2.2,-3,-1
O=C(CCNC(=O)c1ccco1)Nc1ccc(Cl)cc1F,2,0,x,-2,0,-5,-10,1.4,x,-6
O=C(Cn1nnc(-c2ccccc2NC(=O)c2cccs2)n1)Nc1ccccc1,3,-5,-5,27,-3,-6,-17,-0.6,5,0
O=C(COc1ccc(C(=O)c2ccccc2)cc1)NC1CCCCCC1,-10,-4,26,-9,-3,-6,-6,-0.2,-26,-3
CN1C(=S)SC(N(O)C=C2C=CC(=O)C=C2)C1(C)C (centres undefined),-2,-2,13,-5,-5,7,-4,-0.2,-13,0
CCCCn1nc(C(=O)NCC(c2cccs2)N2CCOCC2)c2ccccc2c1=O (centres undefined),1,-5,-9,-4,-3,-14,-8,0.0,9,-2
COC(=O)c1ccc(N2C(=O)c3ccc(OC)c(OC)c3C2=O)cc1,-2,3,8,-4,-2,-36,-9,-0.6,-8,1
CCc1ccccc1N1C(=O)CN(Cc2cc(OC)c(OC)c(OC)c2)C1=S,-3,-5,-21,3,-2,-3,-11,-2.1,21,0
N/C(COc1cccc(Cl)c1)=N\O,5,-1,23,-1,-2,-16,-8,1.2,-23,4
Cc1cc(C)cc(NS(=O)(=O)c2ccc3c(c2)c(=O)n(C)c(=O)n3C)c1,-6,-1,-2,1,-5,1,-1,1.0,2,x
CN(C)CCCn1c(SCCN2C(=O)c3ccccc3C2=O)nc2ccccc2c1=O,-6,-4,33,16,3,-3,-1,-0.8,-33,6
CC(C)[C@H](NC(=O)c1cccc(S(=O)(=O)N2CCOCC2)c1)C(=O)Nc1nc2ccccc2s1,-4,0,-23,-3,-4,-13,-9,1.1,23,32
Cc1cc(NC(=O)CCc2ccc(C)o2)no1,-15,-2,13,8,-5,-8,15,0.1,-13,0
Cc1[nH]c(=O)[nH]c(=O)c1/C=N/NC(=O)[C@H](CC(C)C)NC(=O)OC(C)(C)C,-6,0,26,-9,0,-5,-13,-1.0,-26,1
O=C(N/N=C/c1ccc2ncccc2c1)c1cccc([N+](=O)[O-])c1,1,-9,x,-2,-2,-6,-8,-0.1,x,3
COc1cc([N+](=O)[O-])ccc1NC(=O)Nc1cccnc1,2,0,-64,-3,-6,-2,-8,1.8,64,-1
CCN(CC)c1ccc(CNc2ccc3c(c2)ncn3C(C)(C)C)cc1,-1,0,11,-11,-6,-4,-10,-0.8,-11,x
O=C(Nc1ccc(F)cc1)c1ccc(-n2cncn2)c([N+](=O)[O-])c1,-11,-1,-11,20,-2,15,6,0.2,11,0
C[C@@H](C(=O)NCc1ccccn1)[C@@H]1C[C@@]1(C)[C@@H](NC(=O)OCc1ccccc1)c1ccccc1,1,0,11,-5,-1,-7,-19,0.1,-11,x

# Filtered by structure: those above with an NH in an aromatic ring
SMILES,PKA-R2B act,DAGLB inhibitor,SR-BI uptake up,Arr AP2 block,Keap1-Nrf2 PPI,RTF Ca sens inh,PvdQ inh,C-LANA FP,SR-BI DiI inh,NSD2 HMT inh
COc1ccccc1CSc1ncc(-c2ccc([N+](=O)[O-])cc2)[nH]1,-2,1,-37,-4,1,-6,5,0.7,37,-5
Cc1c(CN2CCC(CO)(CCOc3ccccc3)CC2)[nH]c2c(Cl)cccc12,3,-5,x,36,1,-1,-3,-0.9,x,-4
COc1ccc(CNC(=O)c2[nH]c(C)c(C(C)=O)c2C)cc1,-13,-1,-15,10,-1,7,-4,1.0,15,-2
Cc1[nH]c(=O)[nH]c(=O)c1/C=N/NC(=O)[C@H](CC(C)C)NC(=O)OC(C)(C)C,-6,0,26,-9,0,-5,-13,-1.0,-26,1

# (next part)
SMILES,PKA-R2B act,DAGLB inhibitor,SR-BI uptake up,Arr AP2 block,Keap1-Nrf2 PPI,RTF Ca sens inh,PvdQ inh,C-LANA FP,SR-BI DiI inh,NSD2 HMT inh
CNc1nc(-c2ccc([N+](=O)[O-])cc2)cs1,6,1,-14,-3,3,-2,-5,1.7,14,2
COc1ccc(C(=O)OC(C(=O)c2ccccc2)c2ccccc2)cc1 (centres undefined),-5,-8,10,17,2,-5,4,0.4,-10,0
COc1ccc(C(C)(C)C)cc1NC(=S)NCCN1CCOCC1,-9,3,24,0,2,-17,-2,2.0,-24,3
O=C1CSC(=NC2CCCCC2)N1,-2,-2,-9,28,-3,-19,-11,0.2,9,x
COc1ccc(NC(C)=O)cc1S(=O)(=O)NC(Cc1ccccc1)C(=O)O (centres undefined),11,0,2,2,-1,-15,-8,0.1,-2,-8
Cc1nnc(CN(C)Cc2cn[nH]c2-c2ccc(-c3ccccc3)cc2)o1,3,-2,x,2,2,-6,-10,-0.5,x,x
CCCCN(C(=O)NC(=O)Nc1ccccc1OCC)S(C)(=O)=O,11,-2,-8,39,5,0,1,1.6,8,10
O=[N+]([O-])c1ccc(/C=N/NS(=O)(=O)c2ccc(Cl)cc2)o1,1,0,-7,6,-5,-6,5,-3.2,7,2
CC(C)(CO)N=C1NS(=O)(=O)c2cc([N+](=O)[O-])ccc21,-1,-4,-6,-1,-5,0,0,-0.2,6,0
CC1CCCCN1C(=O)Cn1cnc2cc([N+](=O)[O-])ccc2c1=O (centres undefined),0,-1,7,48,6,18*,3,-1.0,-7,-3
CC(Sc1nncn1C)C(=O)Nc1nnc(-c2ccccc2)s1 (centres undefined),-7,0,16,1,-4,-6,-10,-0.3,-16,x
O=C(Nc1ccc(N2CCOCC2)cc1)C1CC(O)CN1S(=O)(=O)c1ccc(Cl)cc1 (centres undefined),-17,4,-32,6,-2,-5,11,-0.5,32,4

# Molecules from the list above containing an aryl thioether with sulfur outside any ring (4):
SMILES,PKA-R2B act,DAGLB inhibitor,SR-BI uptake up,Arr AP2 block,Keap1-Nrf2 PPI,RTF Ca sens inh,PvdQ inh,C-LANA FP,SR-BI DiI inh,NSD2 HMT inh
COc1ccccc1CSc1ncc(-c2ccc([N+](=O)[O-])cc2)[nH]1,-2,1,-37,-4,1,-6,5,0.7,37,-5
Cc1nnc(SCC(=O)Nc2ccc3c4c(cccc24)CC3)n1C,5,2,8,-2,-2,-1,-8,-0.8,-8,1
CN(C)CCCn1c(SCCN2C(=O)c3ccccc3C2=O)nc2ccccc2c1=O,-6,-4,33,16,3,-3,-1,-0.8,-33,6
CC(Sc1nncn1C)C(=O)Nc1nnc(-c2ccccc2)s1 (centres undefined),-7,0,16,1,-4,-6,-10,-0.3,-16,x

# Compound profiles, from the list above:
# CCCCN(C(=O)NC(=O)Nc1ccccc1OCC)S(C)(=O)=O is entered as PKA-R2B act: 11; DAGLB inhibitor: -2; SR-BI uptake up: -8; Arr AP2 block: 39; Keap1-Nrf2 PPI: 5; RTF Ca sens inh: 0; PvdQ inh: 1; C-LANA FP: 1.6; SR-BI DiI inh: 8; NSD2 HMT inh: 10
# CCc1ccccc1N1C(=O)CN(Cc2cc(OC)c(OC)c(OC)c2)C1=S is entered as PKA-R2B act: -3; DAGLB inhibitor: -5; SR-BI uptake up: -21; Arr AP2 block: 3; Keap1-Nrf2 PPI: -2; RTF Ca sens inh: -3; PvdQ inh: -11; C-LANA FP: -2.1; SR-BI DiI inh: 21; NSD2 HMT inh: 0

# Screening results: PubChem, several laboratories
